PfM18AAP inh = PfM18AAP enzyme inhibition; recombinant PfM18AAP, H-Glu-NHMec fluorogenic cleavage; inhibition, % at 7.35 µM; AID 1822; 290,000 tested, 1.2% active;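 active = inhibition above the campaign mean inhibition over all tested compounds plus 3 SD, cut at about 28% in these data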;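 note: 0% = plate median of test compound wells and 100% = 2 mM ZnCl2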
MEKK2wt PB1 HTS = raises or lowers MEK5 binding to wildtype human MEKK2 PB1 domain | Q9Y2U5 | bead flow cytometry, Alexa488-MEK5 binding to MEKK2 WT; actives lie on both sides | binding response (% of control), % at 10 µM | 290,000 tested, 1.1% active | AID 1531; in the data active = binding response below about 67% or above about 130%
OXTR potentiator = potentiates the human oxytocin receptor response. P30559. CHO-OTR cells, Fluo-8 calcium fluorescence, potentiator mode; 0% = oxytocin EC15, 100% = EC100. activation, % at 3 µM. 320,000 tested, 0.061% active. AID 2445;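 active = activation above that plate's cutoff, the mean activation of tested compounds plus 3 SD, cut at about 6.6% in these data, passing the limit was not always enough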;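 note: 100% uses oxytocin at 75 nM as the full agonist control; some results filed as inactive read as strong as hits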
Target sequence (P30559 whole entry, looked up): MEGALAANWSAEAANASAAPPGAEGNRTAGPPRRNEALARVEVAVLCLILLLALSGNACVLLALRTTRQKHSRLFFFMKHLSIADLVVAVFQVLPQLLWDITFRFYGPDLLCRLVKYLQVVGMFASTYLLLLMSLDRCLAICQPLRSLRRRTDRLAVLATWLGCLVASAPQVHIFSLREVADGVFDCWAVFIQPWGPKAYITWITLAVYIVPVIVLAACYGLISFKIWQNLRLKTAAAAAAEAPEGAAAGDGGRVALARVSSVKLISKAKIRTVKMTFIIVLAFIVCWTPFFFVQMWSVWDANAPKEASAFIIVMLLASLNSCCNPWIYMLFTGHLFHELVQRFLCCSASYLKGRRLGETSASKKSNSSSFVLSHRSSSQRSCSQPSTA
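System: human OTR in CHO cells / Also added: sub-maximal oxytocin, roughly EC15 / Control set: EC15 oxytocin low, 75 nM oxytocin high / Schedule: 6 min compound pre-incubation at room temperature, 100 s kinetic read / Compound: single-point 3.0 µM / Replication: singlicate / Technique: Fluo-8 calcium dye fluorescence / Read-out basis: % activation of max/min ratio relative to oxytocin controls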
MEKK2mut PB1 HTS = signal of MEK5 binding to mutant human MEKK2 PB1 domain; 290,000 tested, 0.35% active; bead flow cytometry, Alexa488-MEK5 binding to MEKK2 mutant; percent response, % at 10 µM; in the data active = percent response above about 24%, passing the limit was not always enough; note: inactives centre near 1; some results filed as inactive read as strong as hits
GPR7 antagonist = blocks human GPR7 receptor signaling; 290,000 tested, 1.1% active; AID 1861; GPR7-expressing cells, fluorescence antagonist assay; P48145; inhibition, % at 4.4 µM; in the data active = inhibition above about 16%, passing the limit was not always enough;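 note: cells stimulated with the agonist NPW; 0% = agonist with vehicle and 100% = vehicle without agonist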
OXTR agonist = human OXTR agonism | P30559 | CHO-OTR cells, Fluo-8 calcium fluorescence; normalized: DMSO 0%, oxytocin 100% | activation, % at 3 µM | 320,000 tested, 0.32% active;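 active = activation above the mean of all tested compounds plus 3 SD, cutoff set per screening run, cut at about 20% in these data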;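 note: peak over basal fluorescence ratio from a 100 s FLIPR kinetic read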
NALP1 inh = blocks the NALP1 inflammasome reconstituted in yeast; S. cerevisiae NALP1/ASC/caspase-1 growth, X-gal OD620, 72 h; AID 2071; inhibition, % at 10 µM; 280,000 tested, 0.61% active; in the data active = inhibition mostly above about 24%, no sharp cut-off; inactive = mostly below about 32%; note: some compounds called inactive have numbers as strong as hits
V1aR counter = V1a receptor agonism, counter-screen for OXTR agonists | CHO-V1R cells, Fluo-8 calcium fluorescence, agonist mode; 0% DMSO, 100% 3 nM vasopressin | activation, % at 3 µM | 320,000 tested, 0.25% active;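 active = activation above the mean activation of all tested compounds plus 3 SD, per screening run, cut at about 20% in these data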;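 note: signal is peak over basal fluorescence ratio across a 100 second FLIPR read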
Target sequence (P37288 whole entry, looked up): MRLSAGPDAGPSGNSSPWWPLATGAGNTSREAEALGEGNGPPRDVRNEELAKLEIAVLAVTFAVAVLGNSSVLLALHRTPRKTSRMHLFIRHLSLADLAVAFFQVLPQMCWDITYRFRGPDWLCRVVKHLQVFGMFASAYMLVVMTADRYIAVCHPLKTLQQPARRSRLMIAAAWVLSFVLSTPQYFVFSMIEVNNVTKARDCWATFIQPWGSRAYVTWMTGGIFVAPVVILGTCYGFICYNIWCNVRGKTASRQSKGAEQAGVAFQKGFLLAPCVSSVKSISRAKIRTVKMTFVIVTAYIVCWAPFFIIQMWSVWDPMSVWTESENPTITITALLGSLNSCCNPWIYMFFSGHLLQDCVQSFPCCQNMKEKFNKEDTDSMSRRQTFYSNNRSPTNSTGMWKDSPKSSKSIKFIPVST
GalR3 antagonist = human GalR3 antagonism; AID 651719; inhibition, % at 3 µM; HEK293 GalR3-CNG cAMP membrane potential fluorescence; galR3 body fused to GalR1 C-terminus; 360,000 tested, 0.44% active; O60755;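 active = inhibition above the screen-wide average plus 3 SD, cut at about 13% in these data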;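 note: forskolin and galanin both at EC90 stimulate the cells; cAMP rise reported by CNG channel membrane potential dye signal; 0% = forskolin plus galanin with DMSO and 100% = forskolin alone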
* marks the source's active call; other numbers are inactive results; nt = not tested or not shown.

SMILES	PfM18AAP inh	MEKK2wt PB1 HTS	OXTR potentiator	MEKK2mut PB1 HTS	GPR7 antagonist	OXTR agonist	NALP1 inh	V1aR counter	GalR3 antagonist
COc1ccc(C)cc1-n1cnnn1	-4	103	-1	-5	-10	-0.3	8	0.5	2
CCN(CC)CCCN(Cc1cc2cc3c(cc2[nH]c1=O)OCO3)C(=S)NCCCN(C)C	10	105	-2	6	-12	0.4	15	0.8	-8
CC1=NCCN1S(=O)(=O)c1cc(Cl)ccc1Cl	-4	99	-3	-2	1	0.2	-8	1.2	4
N#C/C(=C(/O)CCCl)c1ccccn1	1	95	0	-4	2	0.5	-22	0.4	-2
COc1cc(C(=O)/C=C/Nc2ccc(NC(C)=O)cc2)cc(OC)c1OC	2	105	-4	-1	-11	-0.9	-1	-1.1	8
CCOC(=O)c1sc(NC(=O)c2ccc(S(=O)(=O)N3CCOCC3)cc2)cc1C	0	104	-22	2	-12	3.0	10	0.8	-3
CC(C)CCOc1ccc(C(=O)NCCC(=O)N2CCOCC2)cc1	-5	98	-6	3	-7	-0.2	-3	0.9	-5
CCOC(=O)N1CCN(C(=O)CSc2nnc(-c3ccc(Cl)s3)o2)CC1	-8	117	-1	7	-16	0.1	20	0.6	nt
CCN1C(=O)/C(=C/N2CCc3ccccc32)SC1=S	-8	94	-18	-5	11	-1.1	-3	-0.2	nt
CCNC(=S)N(CCc1c(C)[nH]c2ccccc12)Cc1cccnc1	3	119	-8	18	1	0.5	13	2.5	-5
COc1ccc(NC(=O)Nc2cccs2)cc1Cl	8	111	-13	8	-7	5.3	8	8.8	-2
CCCCNc1nc(-c2ccccc2)c(C(=O)OCC)cc1C#N	-11	99	-18	1	-14	-1.1	44*	-0.3	1
CSc1nsc(N/N=C/c2ccc3c(c2)OCO3)c1C#N	-8	107	-5	0	-1	2.3	-6	0.7	-2
CCOC(=O)c1ccc(CN2C(=O)c3ccccc3S2(=O)=O)cc1	-1	95	1	5	-5	1.7	-6	0.9	-4
O=C1NCC(O)=C1C=NCCO	-6	111	-5	12	-14	0.5	32	1.5	4
COc1ccc(OC)c(-c2cc(C(=O)NCCCn3ccnc3)no2)c1	3	98	5	5	-5	-1.2	3	-0.6	-4
Cc1cnc(C(=O)OCC(=O)c2csc(N3CCCCC3)n2)cn1	6	94	-9	-3	-7	0.4	-10	0.9	-3
CCOC(=O)c1ccc2[nH]c3c(c2c1)CCCC3NC=O (stereo not drawn)	-7	97	-9	3	-17	-1.6	6	-0.8	-2
COc1ccc(/C=N/NC(=O)c2ccc(Cl)cc2)cc1COC(C)=O	3	95	-7	-2	2	-0.8	18	0.3	-4
C=C1CCN([C@@H](C)C(=O)OCc2cccc(C)c2)S(=O)(=O)c2ccccc21	nt	100	-19	5	nt	-2.3	-12	1.0	-5

12 structures out of the list, arranged by SMILES length, falling.
SMILES	PfM18AAP inh	MEKK2wt PB1 HTS	OXTR potentiator	MEKK2mut PB1 HTS	GPR7 antagonist	OXTR agonist	NALP1 inh	V1aR counter	GalR3 antagonist
C=C1CCN([C@@H](C)C(=O)OCc2cccc(C)c2)S(=O)(=O)c2ccccc21	nt	100	-19	5	nt	-2.3	-12	1.0	-5
COc1cc(C(=O)/C=C/Nc2ccc(NC(C)=O)cc2)cc(OC)c1OC	2	105	-4	-1	-11	-0.9	-1	-1.1	8
COc1ccc(OC)c(-c2cc(C(=O)NCCCn3ccnc3)no2)c1	3	98	5	5	-5	-1.2	3	-0.6	-4
CCNC(=S)N(CCc1c(C)[nH]c2ccccc12)Cc1cccnc1	3	119	-8	18	1	0.5	13	2.5	-5
CC(C)CCOc1ccc(C(=O)NCCC(=O)N2CCOCC2)cc1	-5	98	-6	3	-7	-0.2	-3	0.9	-5
CCCCNc1nc(-c2ccccc2)c(C(=O)OCC)cc1C#N	-11	99	-18	1	-14	-1.1	44*	-0.3	1
CCOC(=O)c1ccc2[nH]c3c(c2c1)CCCC3NC=O (stereo not drawn)	-7	97	-9	3	-17	-1.6	6	-0.8	-2
CSc1nsc(N/N=C/c2ccc3c(c2)OCO3)c1C#N	-8	107	-5	0	-1	2.3	-6	0.7	-2
CCN1C(=O)/C(=C/N2CCc3ccccc32)SC1=S	-8	94	-18	-5	11	-1.1	-3	-0.2	nt
CC1=NCCN1S(=O)(=O)c1cc(Cl)ccc1Cl	-4	99	-3	-2	1	0.2	-8	1.2	4
COc1ccc(NC(=O)Nc2cccs2)cc1Cl	8	111	-13	8	-7	5.3	8	8.8	-2
COc1ccc(C)cc1-n1cnnn1	-4	103	-1	-5	-10	-0.3	8	0.5	2

(continued)
SMILES	PfM18AAP inh	MEKK2wt PB1 HTS	OXTR potentiator	MEKK2mut PB1 HTS	GPR7 antagonist	OXTR agonist	NALP1 inh	V1aR counter	GalR3 antagonist
CC1=C(C(=O)Nc2cc(C)ccn2)C(c2ccc(C)cc2)C2=C(CCCC2=O)N1 (stereo not drawn)	3	98	-12	0	-10	0.3	14	0.1	-5
O=C(NC1CCN(S(=O)(=O)c2ccc(F)cc2)CC1)C1CCCCC1	7	107	-2	2	-9	1.2	-4	0.1	6
C=CCn1c(SC(C)CC)nc(O)cc1=O (stereo not drawn)	-7	107	-32	9	-4	46*	-3	30*	-2
N/C(Cc1ccc(Cl)c(Cl)c1)=N\OC(=O)c1ccc(Br)o1	-6	99	-7	-7	-4	-1.5	-2	-0.2	-5
CCOC(=O)C1C(C)=C(Nc2ccc(OC)cc2)C(=O)N1c1ccc(OC)cc1 (stereo not drawn)	-4	101	-8	0	-4	-1.4	27	0.2	-5
O=C(CSCCc1ccccn1)Nc1ccccn1	9	100	-8	3	-6	0.1	0	1.3	1
CCOC(=O)C1(Cc2ccc(OC)cc2)CCN(C(=O)[C@@H]2CCCN2C(C)=O)CC1	0	102	-5	0	-4	1.2	nt	1.0	-2
O=C(CN1CCOCC1)Nc1c(Cl)cc(Cl)cc1Cl	6	101	-5	8	-14	0.1	3	-0.6	-5
CCCN(C(=O)CN1C(=O)NC2(CCCCCC2)C1=O)C1CCS(=O)(=O)C1 (stereo not drawn)	0	93	-13	-13	1	0.6	0	1.6	0
COc1cc(C(=O)Nc2cc(-c3cn4cccnc4n3)ccc2C)cc(OC)c1OC	2	89	0	-9	0	0.4	-36	-0.5	-4
CCOc1ccc(S(=O)(=O)Nc2cccc(C(=O)N3CCN(c4cccc(OC)c4)CC3)c2)cc1	nt	nt	-10	nt	nt	-0.8	nt	-1.2	-1
O=C1CN2CCC1C/C2=C\c1ccnc2c(Cl)cccc12 (stereo not drawn)	-4	106	-2	4	13	3.1	7	2.0	-8
Oc1nc(-c2ccc(Br)cc2)n2ccncc12	5	80	-1	-14	-7	-0.2	2	1.4	-5
CCOc1ccccc1-n1c(SCC(=O)N2CCCC2)nnc1-c1ccoc1C	1	105	-13	2	15	-2.2	-18	-0.4	-6
CSc1nc2c(cnn2-c2ccccc2)c(=O)n1N	-2	85	-2	-11	-2	-0.1	11	0.0	-6
COc1ccc(CC(=O)Nc2cccc(C)n2)cc1OC	-4	96	1	-3	9	0.5	23	2.2	-2
CCOC(=O)CN1C(=O)N[C@@H](c2cccc(C(F)(F)F)c2)[C@H](C(C)=O)[C@H]1C	nt	100	-4	-4	nt	1.3	nt	1.0	-1
Cc1ccc(NS(=O)(=O)c2ccc3c(c2)CCN3C(=O)CCC(=O)O)cc1Cl	4	103	-4	7	-9	1.3	14	0.2	-7
O=[N+]([O-])c1cc(CN(CCO)CCO)ccc1O	-3	109	-2	5	-4	0.4	-17	0.6	-6
CC(C)n1cc(/C(N)=N/O)c(=O)n(Cc2ccccc2)c1=O	0	102	6	8	-10	1.4	7	4.6	2
Cc1ccc(N(Cc2ccc(C(=O)NC3CCCCC3)cc2)S(C)(=O)=O)cc1C	0	94	-3	1	-9	-0.1	44	-0.2	-5
Cc1cccc(C)c1NC(=O)CNC(=O)CCCc1c[nH]c2ccccc12	nt	nt	-3	nt	nt	0.8	nt	0.5	0
CC(=O)N1CCc2cc(S(=O)(=O)NCCCN3CCCCC3)ccc21	1	102	-2	1	-11	0.6	9	-0.8	-5
COc1ccccc1NC(=S)NCc1ccccc1Cl	-16	107	-8	5	-9	-2.3	3	0.1	-8
CCCNC(=O)c1n[nH]c(=O)c2ccccc12	-3	103	-6	12	2	-0.2	29	0.7	0
COC(=O)c1ccc(Oc2cc(C)nc(-n3nc(C)cc3C)n2)cc1	-1	102	-4	2	10	-1.0	-3	-0.3	-3
C=CC[C@@H](CC(=O)N(CCO)Cc1ccccc1)C(=O)NC[C@@H](OC(=O)[C@@H](CC=C)Cc1ccc(F)cc1)c1ccccc1	nt	nt	-8	nt	nt	1.6	nt	1.5	-8
COc1ccc(Nc2cc(C(=O)NCCCN3CCN(C)CC3)c3ccccc3n2)cc1	-10	127	-4	12	-5	2.5	21	0.5	0
NS(=O)(=O)c1ccc(NC(=O)/C=C/c2cccc(Cl)c2)cc1	8	100	-9	-3	-15	0.6	-3	-0.3	-1
Cc1ccc(C)n1-c1ccc(C(=O)Nc2ccccc2)cc1	0	95	4	0	1	0.7	42	1.2	-5
NS(=O)(=O)c1ccc(CCNC(=O)c2cccnc2)cc1	1	107	-6	4	-3	-0.1	-70	0.5	-6
CCOC(=O)c1cnc(SC)nc1N	-3	105	-1	1	6	-0.5	-7	0.2	-3
Nc1c(N(Cc2ccccc2)C(=O)COc2ccc(F)cc2)c(=O)[nH]c(=O)n1Cc1ccccc1	-2	108	-3	11	-15	0.0	-22	-0.1	-2
O=C(NCCN1CCN(S(=O)(=O)c2ccccc2)CC1)C(=O)Nc1ccc(F)cc1	-17	104	-11	-2	-12	4.1	5	4.8	-8
O=C(C(=O)N1CCN(c2ccc(F)cc2)CC1)c1cn(CC(=O)N2CCOCC2)c2ccccc12	2	99	4	2	-3	0.2	-4	1.2	-3
CCCN1CCN(CCCNC(=O)c2ccc3c(=O)n(CCc4ccccc4)c(=O)[nH]c3c2)CC1	-3	129	0	11	-7	0.8	18	0.3	-8
Cc1ccc(C(=O)Nc2ccc(S(=O)(=O)N3CCCC3)cc2)s1	9	98	-6	-4	-8	-0.7	-4	0.8	-4
CCCNC(=O)C1CCN(S(=O)(=O)c2ccc(Br)cc2)CC1	1	100	0	2	-7	-0.6	8	0.3	-7
CC1(C)Cc2c(c(N3CCOCC3)nc3sc(C#N)c(N)c23)CS1	-8	105	-8	2	-2	-0.7	5	0.9	-1
CC1=C(C(=O)N2CCCC(N3CCN(c4ccccc4C)CC3)C2)OCCO1 (stereo not drawn)	-5	100	3	0	-9	0.9	-2	1.6	-2
CCOc1ccc(C(=O)N(CC(=O)Nc2cccc(C)c2C)CC2CCCO2)cc1OC (stereo not drawn)	nt	nt	-7	nt	nt	-0.8	nt	0.4	-6
Cc1ccc(C(=O)NCC#N)cc1	6	96	0	-7	1	1.1	-5	0.0	-2
Cc1ccccc1C(=O)Nc1cccc(-c2ccc(N3CCOCC3)nn2)c1	nt	nt	3	nt	nt	1.0	nt	0.1	-5

Source: PubChem

Rows are unselected (roughly 4.1% active in at least one column).
